TROY NFkB inh: blocks TROY-dependent signaling in reporter cells; hit rate 0.98% among 360,000; inhibition, % at 10 µM; Q293 LMP1-TROYcd NF-kB luciferase reporter, 4 h;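 active = compounds whose plate-normalised and pattern-corrected inhibition of the luciferase reporter signal at the single screening dose is 50% or more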
KKLEB tox: counter-screen for CF NF-kB inhibitors: cytotoxicity. hit rate 0.36% among 360,000. activity change (cytotoxicity), % at 5 µM. KKLEB CF airway cells viability, ATPlite luminescence, overnight; stronger effect = lower value; cells stimulated with P. aeruginosa culture filtrate;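 active = corrected activity change at or below -50% at 5 µM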
Shn3 3UTR inh: inhibitors of Schnurri-3 3'UTR reporter in osteoblasts; hit rate 0.52% among 360,000; Clone20 osteoblast Shn3 3'UTR firefly luciferase, 24 h; inhibition, % at 12.5 µM; AID 588674;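 active = mean inhibition of at least 75% with every replicate also reaching 75%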;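 note: 0% = median of neutral control wells and 100% = pilot-screen positive control compound; some compounds past the cut are filed as inactive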
EBV LMP1 NFkB: Epstein-Barr LMP1 NF-kappaB reporter inhibition | LMP1-induced NF-kappaB luciferase reporter cells, luminescence | inhibition, % at 12.5 µM | hit rate 0.69% among 350,000 | AID 504558; in the data active = inhibition above about 41%;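 note: 0% = neutral control wells and 100% = reference inhibitor control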
TWEAK-Fn14 inh: TWEAK-Fn14 signaling inhibition | TWEAK-stimulated Fn14 reporter cells, luciferase luminescence, 8 h | inhibition, % at 10 µM | hit rate 2% among 360,000 | AID 1159606; in the data active = inhibition above about 50%
SRC1 inh: human NCOA1 inhibition. hit rate 0.12% among 360,000. Q15788. inhibition, % at 3.6 µM. HEK293 GAL4-SRC1 luciferase reporter, luminescence;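 active = inhibition above the campaign mean plus 3 SD, with each screening campaign given its own cutoff, cut at about 60% in these data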;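 note: 0% = DMSO treated cells and 100% = gossypol at 36 µM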
CF NFkB inh: blocks PAF-induced NF-kB reporter in cystic fibrosis cells; KKLEB NF-kB-GFP reporter, GFP fluorescence overnight; inhibition, % at 5 µM; hit rate 0.86% among 360,000;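 active = at least 50% inhibition at 5 µM, scaled per plate between neutral and stimulator controls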;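 note: PAF is a Pseudomonas aeruginosa culture filtrate used as stimulus; plate controls were PAF-stimulated DMSO wells for no effect and unstimulated DMSO wells for full effect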
TRAIL sens C8: caspase-8 TRAIL sensitization | NB7+C8 cells + TRAIL, ATPlite viability luminescence | inhibition (viability loss, TRAIL sensitization), % at 10 µM | hit rate 1% among 360,000;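 active = compounds causing at least 50% loss of cell viability in the single-dose screen, relative to plate controls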
COUP-TFII inh: NR2F2 (human) inhibition, primary screen; hit rate 0.7% among 370,000; AID 686940; inhibition, % at 8.6 µM; HEK293T NGFI-A luciferase reporter, luminescence; P24468;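 active = inhibition above a per-plate cutoff, mean inhibition of test wells between control levels plus 3 SD, cut at about 38% in these data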;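 note: cells cotransfected with COUP-TFII expression vector driving the NGFI-A reporter; 0% = median of COUP-TF2 test wells and 100% = reporter-only cells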
Target sequence (P24468 whole entry, looked up): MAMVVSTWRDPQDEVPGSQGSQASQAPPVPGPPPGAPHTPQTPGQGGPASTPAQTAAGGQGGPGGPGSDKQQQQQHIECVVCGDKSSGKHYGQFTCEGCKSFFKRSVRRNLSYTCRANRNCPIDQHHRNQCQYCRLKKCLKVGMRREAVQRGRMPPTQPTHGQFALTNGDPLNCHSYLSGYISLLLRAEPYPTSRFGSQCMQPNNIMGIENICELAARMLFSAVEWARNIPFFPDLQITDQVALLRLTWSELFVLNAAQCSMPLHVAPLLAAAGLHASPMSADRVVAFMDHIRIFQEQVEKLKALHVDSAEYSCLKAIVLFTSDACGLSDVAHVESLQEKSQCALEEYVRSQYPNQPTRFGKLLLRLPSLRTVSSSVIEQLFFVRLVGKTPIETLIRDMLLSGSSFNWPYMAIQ
NCOA3 inh: inhibitors of human steroid receptor coactivator 3 (SRC3); hit rate 0.17% among 360,000; HEK293 GAL4-SRC3 luciferase reporter, luminescence; Q9Y6Q9; AID 588352; inhibition, % at 3.6 µM;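 active = inhibition above a per-campaign cutoff, the mean of all compounds plus 3 SD, cut at about 60% in these data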;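 note: 0% = DMSO-treated cells and 100% = gossypol-treated cells at 36 µM; higher means less SRC3-driven luciferase light from the GAL4 reporter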
LRH-1 inv ag: inverse agonists of human LRH-1 (NR5A2) | O00482 | HEK293T StAR-luciferase reporter, LRH-1 transfected, 24 h | inhibition, % at 3.6 µM | hit rate 0.13% among 360,000 | AID 602396;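 active = inhibition above the mean inhibition of all tested compounds plus 3 SD, cut at about 73% in these data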;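 note: 0% = DMSO wells and 100% = reporter-only cells lacking LRH-1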
Target sequence (O00482 whole entry, looked up): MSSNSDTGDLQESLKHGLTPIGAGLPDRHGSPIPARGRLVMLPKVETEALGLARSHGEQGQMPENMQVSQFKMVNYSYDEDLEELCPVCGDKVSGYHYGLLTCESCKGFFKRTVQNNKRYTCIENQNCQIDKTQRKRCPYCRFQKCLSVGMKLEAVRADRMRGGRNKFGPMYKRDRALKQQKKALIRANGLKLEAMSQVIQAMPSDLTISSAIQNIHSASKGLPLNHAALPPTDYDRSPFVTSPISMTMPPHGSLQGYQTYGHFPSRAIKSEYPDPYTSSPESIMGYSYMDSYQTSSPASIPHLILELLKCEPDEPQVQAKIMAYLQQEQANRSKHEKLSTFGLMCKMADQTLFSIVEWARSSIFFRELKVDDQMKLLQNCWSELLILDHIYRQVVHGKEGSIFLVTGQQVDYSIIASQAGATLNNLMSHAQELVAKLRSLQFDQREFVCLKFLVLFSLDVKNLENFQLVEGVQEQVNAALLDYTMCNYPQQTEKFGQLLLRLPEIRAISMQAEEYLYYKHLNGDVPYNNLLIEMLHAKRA
* = called active by the depositor; x = no result given.

SMILES	TROY NFkB inh	KKLEB tox	Shn3 3UTR inh	EBV LMP1 NFkB	TWEAK-Fn14 inh	SRC1 inh	CF NFkB inh	TRAIL sens C8	COUP-TFII inh	NCOA3 inh	LRH-1 inv ag
CN(CCCNC(=O)CCCOc1cc(=O)n(C)c2ccccc12)Cc1ccccc1	-17	0	-18	8	1	-21	-53	-6	-33	18	16
CNc1nc(OC)nc(N(C#N)CN2C(=O)c3ccccc3S2(=O)=O)n1	9	-4	-10	-4	11	-23	-1	2	-5	18	-8
O=C(C[n+]1cccc(CNC(=O)c2ccc(OC(F)F)cc2)c1)c1ccccc1	-5	-3	12	2	-15	5	-2	7	-6	1	-6
Cc1ccc(NC(=O)CCC(=O)N/N=C/c2cc([N+](=O)[O-])ccc2O)cc1	13	14	-1	-8	24	2	14	20	0	17	0
CCc1nn2c(=O)cc(CSCC(=O)Nc3ccccc3Cl)nc2s1	8	3	10	1	5	-1	-3	-10	x	-7	-2
O=C(COC(=O)c1ccc(O)cc1)NCC1CCCO1 (stereo not given)	20	-12	-1	-2	-6	-7	16	-4	12	7	-5
C=C(C)CN1C(=O)c2ccccc2C1=O	11	0	5	5	8	-12	-10	-18	-2	22	22
O=C(O)c1c(Cl)c(Cl)c(Cl)c(Cl)c1C(=O)OCC1CCCO1 (stereo not given)	8	7	-4	-7	0	6	3	-3	-3	-2	-14
CC[C@]12c3[nH]c4ccccc4c3CCN1C(=O)C(CC(=O)NC(C)(C)C)C[C@@H]2C(=O)N1CCN(C(=O)C2CC2)CC1 (stereo not given in full)	-1	0	5	3	-9	1	13	-7	-15	-9	5
CC1CCN(C(=O)c2[nH]cnc2C(=O)NCCCCCNC(=O)OC(C)(C)C)CC1	-13	0	7	-6	14	14	-13	-8	-6	-31	-18
COc1ccc(N2C(c3cc(OC)cc(OC)c3)=Cc3ccccc3C2CC(C)=O)cc1 (stereo not given)	-14	x	x	x	0	x	x	4	-9	x	32
COC(=O)CSc1nnc(-c2ccco2)o1	-2	-10	-23	3	1	-1	1	-8	11	8	5
COc1ccc(S(=O)(=O)N2CCN(Cc3ccc4c(c3)OCO4)CC2)cc1F	8	-8	-2	2	-2	-6	-9	-7	-28	-3	9
COc1cc(NC(=O)CCCNC(=O)c2ccc(Cl)cc2)cc(OC)c1OC	-21	8	-6	-18	10	-32	6	12	9	-29	1
CC(=O)Nc1ccc(NC(=O)C/C(C)=N/NC(=O)COc2cc(C)c(Br)cc2Br)cc1	3	-7	1	1	5	5	-9	0	-15	15	-11
CC(C)N(C(=O)[C@H]1C[C@H](CC(=O)NCC23CC4CC(CC(C4)C2)C3)C(=O)N2CCc3c([nH]c4cc(-c5ccco5)ccc34)[C@]12C)C(C)C	-14	3	13	13	29	16	36	-6	-10	3	-19
O=C1NCCN(Cc2ccoc2)C1CC(=O)N(Cc1ccccc1)CC1CCC1 (stereo not given)	-28	-4	-16	-11	28	-16	10	20	9	11	6
CCC(NC(=O)c1ccccc1NC(=O)C(C)(C)C)C(=O)N1CC(C)OC(C)C1 (stereo not given)	15	6	-17	3	-5	1	-11	0	6	9	17
COc1cccc(/C=C2\Sc3ccc(C(=O)NCc4cccnc4)cc3N(C)C2=O)c1	18	-3	-1	21	4	14	-16	8	20	12	9
COc1ccc(CC(=O)NCc2nnc(SCC(=O)Nc3ncc(C)s3)n2C)cc1	-18	-6	-1	9	20	6	-6	32	-5	4	-13
O=C(NC(=S)Nc1ccc2[nH]c(=O)[nH]c2c1)c1ccccc1Cl	-10	6	-4	1	-16	-5	13	6	2	0	-7
Cc1cccc(NC(=S)N2CCC(NC(=O)c3cccc(F)c3)CC2)c1	-17	0	5	-1	-7	-6	-6	-12	4	2	16
CC1CCN(CCC(=O)Nc2ccc(Br)cc2)CC1	6	4	2	-14	19	-3	-15	0	-14	-5	18
O=S(=O)(c1ccc(OCc2nc3ccccc3s2)c(Cl)c1)N1CCOCC1	-28	12	-43	-47	6	-22	-11	6	-21	-7	-18
CCCCCC(=O)N1C[C@@H](O)[C@H](n2cc(-c3ccc(F)cc3)nn2)C[C@@H]1c1ccccc1	0	-16	23	-8	-8	-8	4	8	22	13	12
C[C@@H]1CN([C@H](C)CO)C(=O)CCCn2cc(nn2)CO[C@H]1CN(C)C(=O)C1CC1	-3	7	-9	2	8	10	-10	-5	-2	-33	9
CC(Sc1nnc(-c2ccccc2F)n1C)C(=O)NC1CCCCC1 (stereo not given)	5	6	-8	2	4	7	-22	-8	18	-48	29
CCCCN1CCC(CN2C(=O)C(=O)NC[C@@H]2Cc2ccccc2)CC1	-4	-22	1	-1	5	-1	-31	6	7	-2	1
Cn1ccnc1Sc1cc(NCCCO)c([N+](=O)[O-])c2nonc12	23	18	45	7	20	12	-19	9	5	12	9
CN(CCNC(=O)CN1CCN(Cc2ccccc2Cl)C1=O)Cc1ccccc1	16	0	12	0	11	3	-1	-6	x	-2	17
COc1ccc(CNCc2cc3c(cc2[N+](=O)[O-])OCO3)cc1	-40	3	-25	1	-2	-13	-6	-8	3	-10	1
CCOc1ccc(N(CC)C(=O)c2cn(CC)c(=O)c3cc(OC)c(OC)cc23)cc1	0	-6	10	1	-17	7	-26	-9	-4	2	17
Cc1ccc(-n2nc3c(c2NC(=O)C(C)(C)C)CS(=O)(=O)C3)cc1	-4	0	0	5	9	7	0	-10	x	0	-6
COc1cccc(/C=C2/NC(=O)NC2=O)c1OCC(=O)Nc1ccccc1	4	-11	7	8	16	-6	-10	-5	-16	21	-1
CC(C)(C)c1cc(C(=O)NCc2cc(F)cc3c2OCOC3)n(Cc2ccccc2)n1	-13	-4	-33	-24	15	-68	2	10	4	-21	-37
CN(C)CCOC1c2ccccc2-c2ccccc21	2	0	14	-6	-2	-12	-13	-22	-9	-17	4
CCCC(=O)Nc1cc(C(=O)O)ccc1S(=O)(=O)c1ccc(Cl)cc1	2	15	-12	-4	-4	-7	-1	-10	-23	14	5
Cc1cc(-c2ccc(C)c(S(=O)(=O)NCc3ccc(OC(C)C)cc3)c2)on1	-12	7	-1	-6	-6	3	-6	15	2	-6	6
C/C(=N\NC(=O)Cn1cc([N+](=O)[O-])cn1)c1ccco1	8	3	-4	0	-13	6	7	-14	17	7	-20
C[C@H](CO)N1C[C@H](C)[C@@H](CN(C)S(=O)(=O)c2ccccc2)Oc2c(NC(=O)Nc3ccc(C(F)(F)F)cc3)cccc2C1=O	34	-11	26	3	8	-2	-16	25	16	7	1
COc1ccc2sc(NC(=O)NC(=O)c3c(Cl)cccc3Cl)nc2c1	-27	1	-5	2	-13	12	-2	14	-7	2	2
O=C1NC(Cc2ccc(O)cc2)c2nc3cc(F)ccc3c(=O)n2-c2ncccc21 (stereo not given)	-12	4	-13	-7	9	10	26	7	18	-10	17
O=C(NC1CC1)C1=C[C@@H](c2c[nH]c3ccccc23)C[C@@H](OCc2ccc(CO)cc2)O1	-18	8	-11	3	-4	-11	-38	2	2	-7	27
O/N=C1\CCCc2nnc3c(c21)CCCC3	-3	10	9	-8	0	9	-13	-9	-3	-17	13
CCOC(=O)C1CCN(C(=O)c2ccc3c(=O)n4c(nc3c2)CCCCC4)CC1	0	4	6	-5	-4	-4	-2	3	5	6	-6
Clc1nc2c(-c3ccccc3)nnn2c2ccccc12	-6	1	x	5	32	-47	42	-26	-12	-26	-11
CN(CCO)c1ncnc2c1sc1nc(N3CCOCC3)c3c(c12)CCC3	6	-14	9	3	4	-33	-11	-2	7	15	27
CCC1CCCCN1CCCNC(=O)C1CCC(Cn2c(=O)[nH]c3ccccc3c2=O)CC1 (stereo not given)	18	8	5	-2	7	-3	-1	-4	7	2	2
Cc1ccc(OCC(=O)Nc2cnn(CCCC(=O)O)c2)c([N+](=O)[O-])c1	7	-4	4	7	3	18	-15	1	6	-8	3
C#CCOC(=O)/C(=C/C=C/c1ccccc1)NC(=O)c1ccccc1	-23	-7	-9	-5	-2	-6	0	7	-13	4	-2
O=C(O)C1=C[C@H](c2ccc(F)cc2)C[C@H](OCc2ccc(CO)cc2)O1	-18	1	-13	10	0	-4	7	-12	8	1	16
CCOn1c(SCC)nc2ccccc2c1=O	-9	-14	-4	-17	11	5	6	0	1	-4	-12
COc1ccc(NC2c3ncccc3C(=O)N2Cc2ccccc2)c(OC)c1 (stereo not given)	2	-19	-9	-4	-11	-6	11	-9	22	-8	-8
Cc1c(C(=O)NCCCN2CCCCC2)oc2ccc3c(c12)C(O)CC1(CCCCC1)O3 (stereo not given)	-9	8	-5	-22	5	5	-8	14	0	-5	5
O=C(OCc1cc2ccccc2[nH]c1=O)C1CCCO1 (stereo not given)	-4	10	3	-9	-6	-9	-16	-2	7	-2	16
CC[C@@H]1C/C=C\Cc2ccccc2[C@@H](C(=O)C[C@@H](O)CC(C)=O)OC1=O	-2	4	-21	4	-4	1	-1	-7	2	9	7
C[C@H]1CN([C@@H](C)CO)C(=O)c2cccc(NC(=O)Nc3ccc(C(F)(F)F)cc3)c2O[C@@H]1CN(C)S(=O)(=O)c1ccc(Cl)cc1	17	8	52	2	23	2	6	17	17	9	6
S=C1SC2(CCCCCC2)NC2=C1CCCCC2	9	0	66	7	9	-3	-10	4	31	25	18
Cc1c(Br)c(C(F)(F)F)nn1CC(=O)NCc1ccco1	1	6	-54	15	15	11	-5	0	-17	3	-4
O=C1CSC(c2ccccn2)N1c1ccc(C(F)(F)F)cc1 (stereo not given)	-1	-5	7	4	1	8	6	-3	-21	23	8

(further entries)
SMILES	TROY NFkB inh	KKLEB tox	Shn3 3UTR inh	EBV LMP1 NFkB	TWEAK-Fn14 inh	SRC1 inh	CF NFkB inh	TRAIL sens C8	COUP-TFII inh	NCOA3 inh	LRH-1 inv ag
CC(c1ccccn1)N(C)C(=O)c1ccc2nc(Cc3cccc(Cl)c3)oc2c1 (stereo not given)	-56	-8	-58	-10	-34	-76	-5	4	-34	-31	-54
CCCCN(CCCC)C(=S)NC(=O)c1ccccc1Cl	-4	0	0	8	-11	-6	-7	-5	30	21	-7
COc1ccc(/C=N/NC(=O)c2ccccc2OC)cc1COc1ccccc1[N+](=O)[O-]	9	-4	2	-4	3	-34	3	14	-8	17	4
COCCNC(=O)C1CCCN(Cc2ccc(C(C)C)cc2)CC1 (stereo not given)	-5	8	-14	x	3	3	-15	-3	3	14	15
CC1Cc2ccccc2N1S(=O)(=O)c1cccs1 (stereo not given)	-8	0	21	3	7	2	-8	10	6	3	9
O=C(COC(=O)c1c2c(nc3ccccc13)CCCC2)c1ccc(Br)s1	32	-12	-10	0	46	-2	-4	-5	12	-11	-1
Cc1cc(NCCO)nc(N2CCOCC2)n1	0	-4	5	-10	12	-24	15	-6	4	0	-5
O=C1c2cccc3c(N4CCCCC4)ccc(c23)C(=O)N1c1ccc(O)cc1	-18	-3	-12	-6	-54	-3	-91	6	-10	-12	6
Cc1cc(C)cc(N(C(=O)c2snc(C(N)=O)c2N)C(C(=O)NCC2CCCO2)c2ccc(C)o2)c1 (stereo not given)	-15	12	28	-5	-7	-3	13	-9	-11	-7	-12

From PubChem

The list is partial, so the mix of outcomes need not match the whole.
